# dFosB act: enhances mouse delta FosB homodimer DNA binding; P13346; purified delta FosB, TAMRA-CDK5 oligo fluorescence polarization; percent of positive-control signal above neutral wells; activation, % at 25 µM; actives 0.99% (n = 340,000);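 active = mean activation above about 17%, with every replicate also reaching it, limit read from the data, passing the limit was not always enough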;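 note: fluorescence polarization rise as delta FosB binds a TAMRA Cdk5 AP-1 oligo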
# Target sequence (P13346 whole entry, looked up): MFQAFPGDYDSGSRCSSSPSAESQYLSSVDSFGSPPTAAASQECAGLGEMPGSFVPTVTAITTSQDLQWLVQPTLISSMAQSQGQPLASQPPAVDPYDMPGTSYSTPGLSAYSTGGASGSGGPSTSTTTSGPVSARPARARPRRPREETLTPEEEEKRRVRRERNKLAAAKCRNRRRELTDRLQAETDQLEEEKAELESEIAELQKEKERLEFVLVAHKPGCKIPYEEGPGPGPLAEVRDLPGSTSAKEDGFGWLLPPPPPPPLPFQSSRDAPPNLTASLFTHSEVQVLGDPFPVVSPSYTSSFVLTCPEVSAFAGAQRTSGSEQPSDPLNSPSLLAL
# CAL PDZ FP-1: inhibitors of human CAL PDZ peptide binding. inhibition, % at 24.9 µM. purified CAL PDZ, TMR-peptide fluorescence polarization, 1 h. Q9HD26. AID 602252. actives 0.92% (n = 300,000);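 active = mean inhibition of at least 30% with at least half of replicates also reaching 30%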;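 note: 0% = DMSO neutral control and 100% = excess unlabeled competitor peptide PRC23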
# CAL PDZ FP-2: human CAL PDZ-peptide interaction inhibition | purified CAL PDZ, TMR-peptide fluorescence polarization, 1 h | actives 0.02% (n = 330,000) | inhibition, % at 20 µM | AID 504414;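 active = highest replicate inhibition of at least 40%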;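 note: plate controls were DMSO neutral control wells for no effect and unlabeled competitor peptide control wells for full effect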
#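 Test system: tagged CAL PDZ domain / Buffer or medium: sodium phosphate/NaCl buffer pH 7.4 with TCEP, IgG, Thesit / Reagent: TMR-labelled reporter peptide T*-PRC34 bound in PDZ groove / Compound dosing: single point, 20 µM / Schedule: 1 h incubation at room temperature before polarization reading / Technique: fluorescence polarization (mP) / Benchmarks: unlabelled peptide, DMSO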
# Tat transport: inhibitors of E. coli Tat protein transport. E. coli MC4100 TorA-mCherry Tat export, fluorescence. inhibition, % at 10 µM. AID 488895. actives 0.036% (n = 340,000);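 active = mean replicate inhibition at least 50% and at least half of replicates individually reaching 50%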;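 note: exported cargo escapes ClpAP degradation while cytoplasmic cargo is degraded and loses fluorescence; 0% = median of neutral control wells and 100% = median of NaSCN control wells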
# Rtt109 Vps75: blocks Candida albicans Rtt109/Vps75 acetyltransferase activity; purified Rtt109/Vps75, ThioGlo CoA-SH fluorescence, 4 h; inhibition, % at 34.9 µM; actives 0.16% (n = 330,000);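 active = inhibition of at least 50% in every replicate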
# CDK5 p35 inh: blocks human CDK5/p35 kinase activity. inhibition, % at 10 µM. Recombinant CDK5/p35, ADP-Glo luminescence, 60 min. actives 0.01% (n = 330,000). AID 488839. Q00535+Q15078;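 active = highest replicate inhibition of at least 50% and at least 75% of replicates reaching 50%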;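 note: plate controls were DMSO neutral control for no effect and GW8510 at 10 µM for full effect; many of its hits are not listed in these tables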
# Target sequence (Q00535 whole entry, looked up): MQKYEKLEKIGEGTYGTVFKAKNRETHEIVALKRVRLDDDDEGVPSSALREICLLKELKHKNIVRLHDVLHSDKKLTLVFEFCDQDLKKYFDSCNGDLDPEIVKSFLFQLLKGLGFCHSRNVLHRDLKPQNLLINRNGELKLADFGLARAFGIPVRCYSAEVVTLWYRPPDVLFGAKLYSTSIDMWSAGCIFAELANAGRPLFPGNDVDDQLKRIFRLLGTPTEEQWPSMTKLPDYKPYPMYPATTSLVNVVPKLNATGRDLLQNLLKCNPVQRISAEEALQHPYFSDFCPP
# Target sequence (Q15078 whole entry, looked up): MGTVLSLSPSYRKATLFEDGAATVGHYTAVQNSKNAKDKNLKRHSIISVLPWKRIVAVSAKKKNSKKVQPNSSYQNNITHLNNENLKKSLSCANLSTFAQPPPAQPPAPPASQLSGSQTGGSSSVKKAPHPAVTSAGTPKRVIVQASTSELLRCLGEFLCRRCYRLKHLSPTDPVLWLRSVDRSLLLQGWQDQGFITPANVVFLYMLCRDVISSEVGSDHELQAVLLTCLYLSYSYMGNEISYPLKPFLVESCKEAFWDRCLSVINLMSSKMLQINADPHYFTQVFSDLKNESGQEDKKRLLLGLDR
# MITF TRPM1 HTS: MITF TRPM1 promoter activation in melanoma cells. SK-MEL-5 TRPM1-promoter luciferase, 24 h; % of positive control, neutral wells = 0. actives 0.75% (n = 300,000). activation, % at 12.5 µM;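 active = mean activation of at least 80% with every replicate also reaching 80%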;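 note: 0% = neutral control wells and 100% = parthenolide positive control wells; values of inactives mirror those of a sister screen read the other way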
# Wnt act: activates Wnt/beta-catenin signaling in a reporter cell assay; activator, plate reader; activation, % at 9.35 µM; actives 1.2% (n = 300,000); AID 743398; in the data active = activation above about 30%, passing the limit was not always enough;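 note: 0% = neutral control wells and 100% = positive control wells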
# V-ATPase pHluor: regulators of yeast V-ATPase proton transport; AID 504577; S. cerevisiae, pHLuorin cytosolic pH fluorescence; actives 0.37% (n = 350,000); response, % at 10 µM; in the data active = response mostly above about 7.3%, no sharp cut-off; inactive = mostly below about 5.4%; note: actives read high; inactives centre near 0; some compounds called inactive have numbers as strong as hits
# RTF Ca sens act: cardiac RTF calcium sensitization. activation, % at 7.2 µM. IANBD-labeled TnC RTF fluorescence at EC20 calcium; 0% EC20 calcium, 100% full calcium. actives 0.24% (n = 340,000). AID 493008. P19429+P45379;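 active = activation above the mean over all tested compounds plus 3 SD, cut at about 30% in these data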;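 note: rise in fluorescence read as greater calcium sensitivity of cardiac thin filaments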
# An asterisk follows results filed as active; / = not tested or not shown.
# The opening twelve entries, ahead of the listing:
SMILES,dFosB act,CAL PDZ FP-1,CAL PDZ FP-2,Tat transport,Rtt109 Vps75,CDK5 p35 inh,MITF TRPM1 HTS,Wnt act,V-ATPase pHluor,RTF Ca sens act
CCC(C)[C@H](NC(=O)Nc1ccc(C(C)=O)cc1)C(=O)OC (stereo partly specified),1,-2,0.5,-6,6,0.4,2,/,-1,1
Cc1c(-c2ccc(Cl)cc2)[n+](=O)c2c(n1[O-])CCCC2,1,/,-0.9,-7,-8,-2.3,/,-1,4,-3
CC1=NN(C(=O)c2ccc(Cn3cc(Br)c([N+](=O)[O-])n3)o2)C(O)(C(F)(F)F)C1 (stereo unspecified),-3,-6,-1.1,-3,-3,0.2,0,-3,1,4
CC1CCc2c(nc3sc4c(c3c2N)CCCC4)C1 (stereo unspecified),7,-4,-2.0,-2,-3,-1.4,39,25,-2,0
Cc1ccc(NC(=O)C(C)N2CCc3ccccc3C2)cc1 (stereo unspecified),-3,-1,-1.8,-3,-4,-0.1,6,11,3,-2
COc1ccccc1CNC(=O)COC(=O)c1ccccc1SCC(=O)N1CCCC1,-13,-5,-1.3,-3,8,0.8,16,2,5,-8
O=C1N[C@@H](Cc2ccccc2)COC(=O)[C@@H](Cc2ccc(F)cc2)CC/C=C/C[C@@H]1CC(=O)N(CCO)Cc1ccccc1,-2,-1,-1.1,-7,16,0.1,6,-1,0,-3
Cc1noc(C)c1CSCC(=O)N(CCC(C)C)c1c(N)n(Cc2ccccc2)c(=O)[nH]c1=O,-17,1,-1.8,-3,13,-0.1,-2,-2,0,-2
CCOC(=O)/C=C1/SCC(=O)N1CC(=O)c1ccc[nH]1,-13,-2,-0.6,2,-1,0.9,-8,0,1,3
CN(C)C(CNS(=O)(=O)c1ccc(Cl)cc1F)c1ccco1 (stereo unspecified),-2,-2,-0.4,11,-5,-11,-2,-1,0,3
O=C(Nc1cc(Cl)ccc1-n1cncn1)c1ccc([N+](=O)[O-])s1,-5,-8,0.0,-7,3,1.0,-61,/,2,0
O=C(O)c1ccc(NC(=O)c2cccc(N3C(=O)C4C5CCC(C5)C4C3=O)c2)cc1 (stereo unspecified),-1,0,0.9,6,-18,0.8,7,1,0,3

# All compounds of this part, from the first entry:
SMILES,dFosB act,CAL PDZ FP-1,CAL PDZ FP-2,Tat transport,Rtt109 Vps75,CDK5 p35 inh,MITF TRPM1 HTS,Wnt act,V-ATPase pHluor,RTF Ca sens act
CCC(C)[C@H](NC(=O)Nc1ccc(C(C)=O)cc1)C(=O)OC (stereo partly specified),1,-2,0.5,-6,6,0.4,2,/,-1,1
Cc1c(-c2ccc(Cl)cc2)[n+](=O)c2c(n1[O-])CCCC2,1,/,-0.9,-7,-8,-2.3,/,-1,4,-3
CC1=NN(C(=O)c2ccc(Cn3cc(Br)c([N+](=O)[O-])n3)o2)C(O)(C(F)(F)F)C1 (stereo unspecified),-3,-6,-1.1,-3,-3,0.2,0,-3,1,4
CC1CCc2c(nc3sc4c(c3c2N)CCCC4)C1 (stereo unspecified),7,-4,-2.0,-2,-3,-1.4,39,25,-2,0
Cc1ccc(NC(=O)C(C)N2CCc3ccccc3C2)cc1 (stereo unspecified),-3,-1,-1.8,-3,-4,-0.1,6,11,3,-2
COc1ccccc1CNC(=O)COC(=O)c1ccccc1SCC(=O)N1CCCC1,-13,-5,-1.3,-3,8,0.8,16,2,5,-8
O=C1N[C@@H](Cc2ccccc2)COC(=O)[C@@H](Cc2ccc(F)cc2)CC/C=C/C[C@@H]1CC(=O)N(CCO)Cc1ccccc1,-2,-1,-1.1,-7,16,0.1,6,-1,0,-3
Cc1noc(C)c1CSCC(=O)N(CCC(C)C)c1c(N)n(Cc2ccccc2)c(=O)[nH]c1=O,-17,1,-1.8,-3,13,-0.1,-2,-2,0,-2
CCOC(=O)/C=C1/SCC(=O)N1CC(=O)c1ccc[nH]1,-13,-2,-0.6,2,-1,0.9,-8,0,1,3
CN(C)C(CNS(=O)(=O)c1ccc(Cl)cc1F)c1ccco1 (stereo unspecified),-2,-2,-0.4,11,-5,-11,-2,-1,0,3
O=C(Nc1cc(Cl)ccc1-n1cncn1)c1ccc([N+](=O)[O-])s1,-5,-8,0.0,-7,3,1.0,-61,/,2,0
O=C(O)c1ccc(NC(=O)c2cccc(N3C(=O)C4C5CCC(C5)C4C3=O)c2)cc1 (stereo unspecified),-1,0,0.9,6,-18,0.8,7,1,0,3
Cc1cccc(-n2c(C)nc3cc(C(=O)NCc4ccc5c(c4)OCO5)ccc32)c1,-6,-4,-2.4,6,8,/,12,-2,0,-1
N#Cc1ccc(OCC(=O)NCCc2ccc(S(N)(=O)=O)cc2)cc1,6,-1,-1.6,0,-7,0.8,-4,/,-4,-2
CCOC(=O)CNC(=O)CSc1nc(N(C)C)nc(N2CCOCC2)n1,-5,-2,-0.7,1,-4,-1.5,-1,0,-3,1
Cc1ccc(C2(c3noc(CN4CCC(c5ccncc5)CC4)n3)CCCC2)cc1,-7,-2,-2.3,5,/,-0.2,-18,-10,2,1
CCOc1ccc(OCCC(=O)NNC(=O)c2cc(C)oc2C)cc1,-7,-2,-2.0,-2,3,-0.6,-4,3,0,2
COCCN1Cc2cccc(C(=O)NC(C)c3cccs3)c2C1=O (stereo unspecified),7,-2,-0.2,4,-7,0.1,2,/,-2,2
Cc1ccc(O)c(-c2cc(C(=O)Nc3ccc(S(=O)(=O)N4CC(C)OC(C)C4)cc3)[nH]n2)c1 (stereo unspecified),7,-14,-1.1,-5,-1,-3.7,-2,-11,-3,0
O=C(CN1CCN(Cc2ccccc2)CC1)N/N=C/c1ccc(Br)s1,-8,-6,-0.7,4,6,1.9,/,-2,3,-2
COc1ccc(NC2CC(=O)N(c3ccccc3)C2=O)cc1 (stereo unspecified),-8,0,0.1,0,-7,-1.0,60,-3,-4,-5
Cc1cc(C(=O)COC(=O)c2ccccc2Br)c(C)n1CC1CCCO1 (stereo unspecified),-13,0,-0.9,4,35,0.2,-75,-16,-7,-1
O=C(CN1CCN(Cc2ccccc2Cl)CC1)N/N=C/C=C/c1ccccc1[N+](=O)[O-],-6,3,0.4,-8,10,1.9,-13,-1,1,3
CC1CC(C)CN(S(=O)(=O)c2ccc(NC(=O)C3COc4ccccc4O3)cc2)C1 (stereo unspecified),-3,12,-0.2,7,3,1.8,-3,-1,0,5
C=CCNC(=S)Nc1nc2c(cc1C(=O)OCC)CCCC2,-7,-4,-4.8,-5,/,0.0,43,15,-1,-5
CCCSc1nc(C)cc(C)c1S(=O)(=O)c1ccccc1C,-2,-6,/,6,8,-0.4,-8,0,0,-4
C(=N\N1CCN(c2ccccn2)CC1)/c1ccccn1,-1,-1,0.1,1,-6,0.5,/,1,0,3
COc1cccc(C(=O)N2CCN=C2SCc2cccnc2)c1OC,-10,-2,-1.4,-2,-16,0.3,2,-3,-3,-6
Cc1nnc2n1NC(c1ccc(Cl)cc1)C(C(=O)N(C)C1CCCCC1)S2 (stereo unspecified),1,-1,-0.5,1,0,0.0,-5,/,-1,-1
C=CCOc1ccc(/C=C/C(=O)OCC(=O)N2CCCc3ccccc32)cc1,7,0,-2.4,1,11,-3.4,-5,0,-4,-11
CC(C)CC(=O)NC(=S)Nc1nc(-c2ccccc2)cs1,-11,-5,-0.2,-3,0,0.0,-9,/,0,2
O=C(CNC(=O)c1ccc(F)cc1)NCc1ccc(Cl)cc1,-5,0,-3.7,-2,20,1.0,5,-1,-3,-3
Cc1cc(OC(=O)c2ccco2)c(Sc2ccccc2[N+](=O)[O-])c(=O)o1,0,-6,0.5,-6,8,0.2,-11,/,3,4
Cn1c(=O)cc(SCC(=O)N2CCCC2)c2cc(Cl)ccc21,2,-5,0.4,-1,10,0.4,/,/,-4,1
FC(F)(F)c1cccc(Oc2ccc3c(C(F)(F)F)cc(C(F)(F)F)nc3n2)c1,1,-2,-0.5,8,9,-2.3,-10,1,3,10
COc1ccccc1C1C=C(c2ccc(C)cc2)Nc2nnnn21 (stereo unspecified),-8,-3,-1.8,-5,-357,0.9,6,22,-6,-2
O=c1[nH]c(SCc2nc3c(cnn3-c3ccccc3)c(=O)[nH]2)nc2ccccc12,44*,-6,-1.3,-3,-6,0.7,20,-2,0,1
CC(C)C[C@@H](CO)N1CCN(Cc2ccc(Br)cc2)CCC1=O,-5,-4,-0.1,-1,4,0.0,0,-2,0,-3
O=C(Cn1cccc1C(=O)c1ccccc1)NCCc1ccc(Cl)cc1,0,-1,-0.8,10,-7,0.4,0,-1,-2,2
COc1ccccc1NC(=O)CSc1ncn(-c2ccccc2)n1,-3,-7,-1.0,2,3,1.4,-9,-1,2,-1
COc1ccc(C(=O)OCc2cc(C)ccc2C)cc1S(=O)(=O)N1CCCC1,-9,-1,0.9,19,4,-1.6,-3,-3,-1,0
CCn1c(COc2ccc(C)cc2)nnc1SCC(=O)C(C)(C)C,-2,1,0.7,2,1,0.3,-3,-2,-3,0
Cc1[nH]c2ccccc2c1/C=N/Nc1nc(Nc2ccc(F)cc2)nc(N2CCOCC2)n1,-2,1,0.5,3,9,-5.0,/,-2,0,-4
COc1cc(C(=O)N2C[C@@H]3CCC[C@H]2C3)ccc1OC1CCN(C(C)=O)CC1,-7,-3,-2.0,-4,0,-0.3,4,1,0,-5
O=C(Nc1ccc(S(=O)(=O)Nc2nccs2)cc1)C1CCCCC1,-1,/,-1.9,3,3,1.2,-4,/,5,-5
O=C(NCc1ccco1)C1(c2ccccc2)CCCC1,-5,-2,-2.3,-2,-19,-0.1,-14,1,0,1
COc1ccc(Cn2c(=O)sc3ccccc32)cc1OC,-6,-2,-0.5,1,3,-0.8,-8,-1,1,-3
COc1ccccc1NC(=O)CCCNC(=O)Cn1cnc2sc(C)c(C)c2c1=O,-8,1,-2.4,-2,2,-0.1,-2,-2,1,-2
CCOC(=O)CN1C(=O)N[C@@H](CCc2ccccc2)[C@H](C(=O)OC)[C@H]1C,-7,-1,0.8,0,3,0.4,5,1,-3,-2
COC(=O)N1CCN(c2ccc(Cl)c(Cl)c2)CC1,-2,/,-0.9,-4,13,0.1,15,0,-2,0
CN(C)N=Nc1nc[nH]c1C(N)=O,-8,-1,-0.9,-5,-7,0.9,6,3,2,-1
Cc1ccc(CN2CCN(Cc3ccc(Oc4ncccn4)cc3)CC2CCO)cc1 (stereo unspecified),0,-2,-2.3,10,13,8.8,-12,1,-3,-3

# The order is random. About 4.1% of those tested had a hit in this group.
